Screens from PubChem.
hcGAS lum: human cGAS inhibition | Q8N884 | inhibition, % at 12.5 µM | actives 0.081% (n = 290,000) | recombinant h-cGAS, ATP depletion, Kinase-Glo luminescence;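 also: 0% = vehicle reaction and 100% = reaction without DNA for no activity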
Target sequence (Q8N884 whole entry, looked up): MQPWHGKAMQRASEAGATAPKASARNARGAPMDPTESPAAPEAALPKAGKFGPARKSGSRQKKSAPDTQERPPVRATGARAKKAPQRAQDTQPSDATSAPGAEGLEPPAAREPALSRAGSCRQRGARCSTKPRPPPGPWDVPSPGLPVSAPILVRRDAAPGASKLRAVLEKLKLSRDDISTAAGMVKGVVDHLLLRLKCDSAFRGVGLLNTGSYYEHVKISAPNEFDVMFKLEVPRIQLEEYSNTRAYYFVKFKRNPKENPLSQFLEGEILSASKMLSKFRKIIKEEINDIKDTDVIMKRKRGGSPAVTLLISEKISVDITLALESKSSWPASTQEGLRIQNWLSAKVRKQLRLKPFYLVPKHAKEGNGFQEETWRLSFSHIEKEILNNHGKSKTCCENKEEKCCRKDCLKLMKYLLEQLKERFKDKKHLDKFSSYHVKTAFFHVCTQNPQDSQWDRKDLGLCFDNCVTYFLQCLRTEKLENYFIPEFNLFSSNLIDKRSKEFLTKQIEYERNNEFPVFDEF
NPYLR7 ag: activates Aedes aegypti NPYLR7 receptor; HEK293T NPYLR7/Galpha15, GCaMP6s calcium fluorescence; activation, % at 10 µM; actives 0.15% (n = 270,000); AID 1259423; in the data active = activation above about 40%;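 also: 0% = vehicle and 100% = reference agonist at the receptor; some compounds past the cut are filed as inactive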
mcGAS inh: mouse cGAS inhibition by luminescence. recombinant cGAS, Kinase-Glo ATP depletion luminescence. inhibition, % at 12.5 µM. actives 0.15% (n = 160,000);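 also: 0% = negative control wells and 100% = reference inhibitor with no enzyme activity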
Starred values were filed as active, the others as inactive; . = not tested or not shown; & = joins results of further samples. Rule as the data show it, unless noted: active = inhibition above about 40%; inactive = the rest. An unsorted share of the library (roughly 0.29% active in at least one column).

A first look (3 entries):
SMILES	hcGAS lum	NPYLR7 ag	mcGAS inh
CCOC(=O)c1nn(-c2ccc(C)cc2)c(=O)c2c(NC(=O)c3ccc(C)c(C)c3)scc12	-8.0	2.3	-7.6
O=C(c1cccc(O)c1)N1CCN(Cc2cn3ccsc3n2)CC1	-11.3	-1.7	.
O=c1cc(CSc2nc3ccccc3c(=O)[nH]2)c2c(ccc3ccccc32)o1	0.6	6.0	.

The whole of this part, from the first entry:
SMILES	hcGAS lum	NPYLR7 ag	mcGAS inh
CCOC(=O)c1nn(-c2ccc(C)cc2)c(=O)c2c(NC(=O)c3ccc(C)c(C)c3)scc12	-8.0	2.3	-7.6
O=C(c1cccc(O)c1)N1CCN(Cc2cn3ccsc3n2)CC1	-11.3	-1.7	.
O=c1cc(CSc2nc3ccccc3c(=O)[nH]2)c2c(ccc3ccccc32)o1	0.6	6.0	.
Cc1ccc(-n2ccnc2SCC(=O)N2CCCC(C(N)=O)C2)c(C)c1 (stereo not given)	5.4	1.9	0.4
Cc1cc(Br)cc2c(N=NC(=O)c3cccnc3)c(O)n(C)c12	-2.0	-13.9	-4.0
O=c1[nH]cnc2c1cnn2-c1ccc(F)cc1	-3.1	2.1	.
CN(Cc1cccc2ncccc12)CC(C)(C)CN1CCOCC1	-2.4	12.2	-7.6
COc1ccc(Cl)cc1CN1C(=O)NC(C)(Cc2ccc3c(c2)OCO3)C1=O (stereo not given)	-10.5	2.9	.
CCC(C)N(Cc1csc(COc2cccc(Cl)c2)n1)S(=O)(=O)c1ccc(C)cc1 (stereo not given)	-0.9	-5.3	-3.6
Cc1cc(C)nc(Cn2nc(C3CCNCC3)n(Cc3ccccc3)c2=O)n1	-2.4	-5.7	.
O=C(O)C1=CC2C(C=C1)N=C1CCCN12 (stereo not given)	2.0	1.3	.
CC(=O)c1c[nH]c(C(=O)OCC(=O)Nc2ccccc2)c1	-9.4	12.4	.
CCNC(=O)OC1CN(C(=O)c2ncoc2-c2ccccc2)CCC(=O)N(C)c2ccccc21 (stereo not given)	-5.7	6.2	-7.6
COc1ccc(C)cc1S(=O)(=O)NCCn1nc(-c2ccccc2)ccc1=O	0.2	-0.2	0.9
COc1cc2c(C#N)c(N(CCO)CCO)nc(N)c2c(N)n1	56.3*	-3.5	2.8
COc1cc(/C=C2\NC(=S)NC2=O)cc(OC)c1OC	-6.8	6.5	-2.3
COc1cccc(OC)c1C(=O)N1CCC2(CC1)OCC(C(=O)NC1CC1)N2C(=O)c1ccc(F)cc1 (stereo not given)	-4.6	-0.8	-5.5
O=c1c2c(nc(NCCO)n1-c1ccccc1)-c1ccccc1CC21CCCCC1	-16.6	2.6	-7.2
Cc1ccc(Cn2ccccc2=NC(=O)c2ccc3c(c2)OCO3)cc1	-8.6	8.4	-12.7
Cc1csc(SCc2cc(=O)c(OC(=O)c3ccccc3Cl)co2)n1	-4.2	-2.0	-3.0
CCN(CC)C1=C(c2c(C)[nH]n(-c3ccc(F)cc3)c2=O)C(=O)N(Cc2ccc(F)cc2)C1=O	0.8	5.4	-5.7
O=C(O)c1cnc(/C=C/c2cc(Cl)c3c(c2)OCCCO3)s1	-10.4	8.9	.
O=C(CSc1nc2c(-c3ccccc3)c[nH]c2c(=O)n1C1CC1)N1CCCCC1	-5.1	-2.0	-7.0
CC(Cn1cccn1)C(=O)N1CCc2c(nc(-c3ccccn3)[nH]c2=O)C1 (stereo not given)	-0.1	.	2.4
COc1cccc(CC2(CO)CCCN(Cc3cc4ccccc4s3)C2)c1 (stereo not given)	-5.6	9.1	.

Copied from the entries so far, 3 compounds:
SMILES	hcGAS lum	NPYLR7 ag	mcGAS inh
O=C(CSc1nc2c(-c3ccccc3)c[nH]c2c(=O)n1C1CC1)N1CCCCC1	-5.1	-2.0	-7.0
CC(Cn1cccn1)C(=O)N1CCc2c(nc(-c3ccccn3)[nH]c2=O)C1 (stereo not given)	-0.1	.	2.4
COc1cccc(CC2(CO)CCCN(Cc3cc4ccccc4s3)C2)c1 (stereo not given)	-5.6	9.1	.

Further records follow:
SMILES	hcGAS lum	NPYLR7 ag	mcGAS inh
O=C(Cc1ccccc1)Nc1c(-c2ccc(C(F)(F)F)cc2)nc2ccccn12	-11.1	-2.4	-10.2
CC(C)(C)OC(=O)N1CCCc2cccc(OCC(=O)NC3CCCC3)c21	-0.2	1.4	-8.7
CCN1CCN(c2cc(Cl)nc(SCc3ccc(C(=O)NCc4ccc(F)cc4)cc3)n2)CC1	-1.6	1.2	-3.2
COc1ccc(CCN2C(=O)CC(N3CCC(C(N)=O)CC3)C2=O)cc1OC (stereo not given)	-2.2	4.6	.
O=C(CN(CC1CCCO1)C(=O)Nc1cc(C(F)(F)F)cc(C(F)(F)F)c1)N(Cc1ccc(F)cc1)Cc1ccco1 (stereo not given)	-0.6	-4.0	-4.0
CCCn1c(=O)c2c(nc3n2CC(C)=NN3Cc2ccc(Cl)cc2)n(C)c1=O	-7.4	-8.9	.
CCc1nc(C)c(C(=O)N2CCC(O)(c3cccnc3)CC2)s1	-2.6	7.2	.
CC(C)c1nc(CN2CCC[C@H]2C(=O)N2CCOCC2)co1	-12.0	.	-6.5
CCOC(=O)C1(Cc2ccccc2)CCCN(CCCn2cccn2)C1 (stereo not given)	-6.6	7.0	.
CC(Cn1cncn1)NC(=O)c1cn(C)nc1-c1ccccc1Cl (stereo not given)	-6.9	3.6	.
COc1ccc(CCOC(=O)C2CCCCN2C(=O)CCCOc2ccccc2)cc1OC (stereo not given)	-2.3	-5.3	-3.7
Cc1cccnc1CN1CCN(Cc2c(C)nn(CCO)c2C)CC1	-2.7	-4.8	.
O=C(Cn1cc(C(F)(F)F)cc(Cl)c1=O)N1CCCC1c1cccs1 (stereo not given)	2.6	3.9	-3.2
Cc1cc(C(=O)N/N=C2\CCc3c(O)cccc32)c2ccccc2n1	1.6	-4.8	.
COC(=O)C1=C(C)N(C)C(C)=C(C(=O)OC)C1c1cccc(OCc2ccccc2)c1	-5.9	-10.0	-3.4
O=C(O)C1CCCCN1S(=O)(=O)c1ccc(Cl)s1 (stereo not given)	-6.8&-8.9	6.4&0.3	-7.8&-3.5
Cc1coc2c(I)c3oc(=O)cc(C)c3cc12	1.3	38.5	.
CC1(C)CC(=O)C2=C(C1)N1CCCCC1CC2=O (stereo not given)	5.8	27.1	.
C/C=C(\C)C(=O)N1CCN(c2nc3nccc(-c4cccc(C)c4)n3n2)CC1	4.8	8.2	1.5
N#Cc1cnc2c(F)cc(F)cc2c1N1CCCN(C(N)=O)CC1	-6.6	8.6	.
CC(NC(=O)Nc1ccccc1S(C)(=O)=O)C(=O)NC(C)(C)C (stereo not given)	-4.8	11.0	.
COC(=O)C(NC(=O)c1c(O)cccc1O)c1cccc(C)c1 (stereo not given)	-4.5	-1.2	-11.0
c1ccc2c3c([nH]c2c1)CCN(c1cc(N2CCOCC2)ncn1)C3	-7.1	-4.7	-14.4
COc1ccc(S(=O)(=O)N2CCN(c3nc(C)nc(C)c3Cc3ccccc3F)CC2)cc1	-3.3	17.7	-4.5
COc1cc(CC(=O)NC(C)c2ccc(S(C)(=O)=O)cc2)ccc1C (stereo not given)	-6.3	23.1	.

Rewritten with each value named: entries from further up
COc1ccc(CCN2C(=O)CC(N3CCC(C(N)=O)CC3)C2=O)cc1OC (stereo not given)
  hcGAS lum: -2.2	NPYLR7 ag: 4.6	mcGAS inh: .
Cc1coc2c(I)c3oc(=O)cc(C)c3cc12
  hcGAS lum: 1.3	NPYLR7 ag: 38.5	mcGAS inh: .
COc1ccc(CCOC(=O)C2CCCCN2C(=O)CCCOc2ccccc2)cc1OC (stereo not given)
  hcGAS lum: -2.3	NPYLR7 ag: -5.3	mcGAS inh: -3.7
COC(=O)C1=C(C)N(C)C(C)=C(C(=O)OC)C1c1cccc(OCc2ccccc2)c1
  hcGAS lum: -5.9	NPYLR7 ag: -10.0	mcGAS inh: -3.4

Continuation:
SMILES	hcGAS lum	NPYLR7 ag	mcGAS inh
O=C(O)[C@H](O)[C@@H](O)[C@H](O[C@@H]1O[C@H](CO)[C@H](O)[C@H](O)[C@H]1O)[C@H](O)CO	-2.0	-4.4	.
CC(=O)Nc1ccc(NC(=O)C(C2CCCC2)N2CCN(C(=O)c3cccc(F)c3)CC2)cc1 (stereo not given)	-3.9	-6.2	-2.7
CNCCNS(=O)(=O)c1cccc2cnccc12	-7.0	3.8	-4.1
Cc1ccc(-n2ncc3c(=O)n(NC(=O)c4ccc(C(F)(F)F)cc4)cnc32)cc1	-12.2	2.9	.
CCCn1ncc(CN2CCC(n3nccc3NC(=O)CCc3ccccc3)CC2)c1C	-8.5	2.5	.
O=C(NCCn1nc(-c2ccccc2)ccc1=O)C1CCC(=O)N(C2CC2)C1 (stereo not given)	-2.9	4.7	.
Cc1cccc(C(C(=O)NCc2nnc3n2CCC3)N(C)C)c1 (stereo not given)	-6.0	5.6	.
CC(C)c1ccc(C2=CSC3=NS(=O)(=O)CCN23)c(C(C)C)c1	-3.7	12.6	.
CC1=C(C(=O)NC(C)c2cnc(N3CCCCCCC3)nc2C)OCCO1 (stereo not given)	-8.6	8.6	.
COc1cccc(C(=O)N2CCN(CC(OCc3cccc(Cl)c3)c3cccc(OC)c3)CC2)c1 (stereo not given)	-1.0	.	-5.8
COCCCN(Cc1c(-c2ccc(F)cc2)noc1N1CCN(C)CC1)C(=O)C1CC1	-6.1	7.8	-7.5
CC(Cn1ccnc1)NCC1(N2CCCCC2)CCCCC1 (stereo not given)	-1.6	-1.4	.
O=C(Nc1ccc(Oc2ccc(Cl)c3cccnc23)c(Cl)c1)c1cc(Cl)cc(Br)c1O	-2.4	5.1	-5.2
O=C(CSc1nnc(NC2CC2)s1)NCC(F)(F)F	0.1	-2.2	.
Cc1ccc(NC(=O)CCn2nc(C)nc2C)c(C)c1	-5.3	-0.4	-7.4
COc1ccc(OC)c(Nc2nnc(-c3cc4c(ccc5ccccc54)oc3=O)s2)c1	-2.8	0.7	-5.7
CCOCCCn1c(SCc2ccccc2SC(F)(F)F)nc2cc(C(=O)OCC)ccc21	-7.6	0.1	-6.5
COCCN(Cc1cc(NC(=O)Nc2ccc(C(F)(F)F)cc2)ccc1N(C)C)C(=O)CC(C)(C)C	-3.8	0.8	-4.5
COCCCN(Cc1c(C)nn(-c2ccccc2)c1N1CCN(C)CC1)C(=O)C1C[C@H]1c1ccccc1 (stereo not given in full)	-4.9	4.0	-2.9
COc1ccc(C2=N/C(=C/c3ccc(OC)c(OC)c3OC)C(=O)O2)cc1Br	-4.9	-0.8	-6.6
Cc1cc(NC(=O)C2=COCCO2)n(-c2nc3c(F)cccc3s2)n1	-6.3	-6.4	-8.8
NC(=O)c1ccc(C(=O)N=c2sccn2Cc2ccccc2)cc1	-5.5	-22.5	.
Cc1ccc(CN(C)C(=O)c2cn(C3CCCCC3)nn2)o1	-3.5	7.4	.
O=C(NCc1csc(N2CCOCC2)n1)c1cnn2c1CCCC2	-8.0	-1.6	.
O=C1CC(c2cnn3cccnc23)c2cnn(Cc3cccnc3)c2N1 (stereo not given)	-4.6	1.9	-20.3
SMILES	hcGAS lum	NPYLR7 ag	mcGAS inh
O=C(c1cc([N+](=O)[O-])cc([N+](=O)[O-])c1)N1CCC2(CC1)SCCN2C(=O)c1cccc(Cl)c1	0.0	21.1	-5.8
CCc1ccc(-c2cc(C(=O)NC(C)C)c3ccccc3n2)cc1	-6.3	-0.8	-6.9
Cc1ccccc1C(=O)Nc1ccc(-c2nc3cc(C(C)(C)C)ccc3o2)cc1	-6.7	5.6	-6.9
COc1cc(OC)c(NS(=O)(=O)c2ccc(F)cc2[N+](=O)[O-])cc1Cl	0.0	-0.2	.
CN1C2CCCC1CC(NC(=O)C1(c3ccccc3)CCOCC1)C2 (stereo not given)	-10.6	-15.2	.
CCOC(=O)C1CCN(Cc2cc(=O)oc3cc(-c4ccccc4)c(O)cc23)CC1	-2.3	-3.4	-7.2
CC(C)(C)NC(=O)CS(=O)Cc1cc(-c2ccccc2)no1 (stereo not given)	3.2	-6.4	.
Cc1ccc2oc(C(=O)NCc3cc(-c4cccnc4)no3)cc2c1	-6.8	5.9	-12.9
CNC1CCN(c2cccnn2)CC1	-9.0	5.0	.
CCCCCCN(C(=O)c1ccc(CCCCC)cc1)C(C)c1nc2cc(Cl)ccc2c(=O)n1-c1ccc(C)cc1 (stereo not given)	2.9	.	-0.6
CCc1cc2c(=O)[nH]c(-c3ccc(S(=O)(=O)N(C)C)cc3)nc2s1	2.5	-2.4	.
CCCNC(=O)NC(=O)CNc1cccc(F)c1	5.2	5.4	.
CCSc1ncc(C2CC(=O)Nc3c2c(C)nn3Cc2ccccc2)cn1 (stereo not given)	-4.6	-4.4	-7.4

Compound profiles, as listed above. Screens in order: hcGAS lum, NPYLR7 ag, mcGAS inh
CCc1cc2c(=O)[nH]c(-c3ccc(S(=O)(=O)N(C)C)cc3)nc2s1 as listed: 2.5, -2.4, .
CCSc1ncc(C2CC(=O)Nc3c2c(C)nn3Cc2ccccc2)cn1 (stereo not given) as listed: -4.6, -4.4, -7.4
